Dengue-2 NS5 capping – Dengue-2 NS5 methyltransferase inhibitors, primary screen, biochemical, confirmation dose response (AID 588689) | Genome polyprotein (Dengue virus type 2 (strain 16681-PDK53)) | Dengue-2 NS5 methyltransferase capping enzyme assay, biochemical; higher % means a stronger effect | inhibition, % at 25 µM; hits with a dose series show IC50 in µM | 340,000 tested, 0.3% active; in the data active = a potency from the dose series; inconclusive = inhibition above about 29% without an active follow-up result
K1F lysis inhibition – inhibition of K1F phage lysis, E. coli UTI89, bacterial capsule biogenesis inhibitors, alamar blue (AID 488966); one-dose inhibition, % at 100 µM; IC50 in µM for titrated hits; 340,000 tested, 0.02% active; E. coli UTI89 K1F phage lysis, alamar blue, 2 h; higher % means a stronger effect;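 active = phage lysis inhibition, versus mean bacterial control, above a set limit; inconclusive = no clear call, values can overlap the other calls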;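 also: capsule biogenesis inhibitors block K1F phage lysis so surviving cells raise fluorescence; higher fluorescence means more inhibition of phage lysis; actives were called in the ten point dose series up to 300 µM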
AID2073 – inhibitors of Mint1-CaV2.2 protein interaction, biochemical, HTRF (AID 2073). HTRF protein-protein interaction, Mint1-CaV2.2; higher % means a stronger effect. 290,000 tested, 0.19% active. inhibition, % at 20 µM; hits with a dose series show IC50 in µM. Voltage-dependent N-type calcium channel subunit alpha-1B (Homo sapiens); in the data active = inhibition mostly above about 51%, no sharp cut-off; inconclusive = no clear call, values can overlap the other calls; inactive = mostly below about 53%; also: some results filed as inactive read as strong as hits
LYP inhibition – inhibitors of LYP phosphatase, biochemical, fluorescence intensity, uHTS (AID 1779); recombinant LYP phosphatase, fluorescence intensity; higher % means a stronger effect; inhibition, % at 11.5 µM, or IC50 in µM where a hit was titrated; 290,000 tested, 0.054% active; Tyrosine-protein phosphatase non-receptor type 22 (Homo sapiens); in the data active = inhibition above about 50%;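 also: plate controls were vehicle with enzyme for no effect and no enzyme for full effect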
Autophagy mod – autophagy modulators in MEF cells, primary screen, imaging, high-content, MEF GFP-LC3 | AID 463193, 2010 | MEF GFP-LC3 puncta imaging; test concentration mostly 10 µM | calls only at 10 µM (by protocol) | 190,000 tested, 0.98% active;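 active = percentage of spot-positive cells more than 3 SD above its plate mean, without a fluorescence outlier flag or 80% toxicity; inconclusive = no clear call, values can overlap the other calls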;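 also: spot-positive cell cutoff set from DMSO-treated cells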
GPR35 arrestin U2OS – GPR35 antagonists blocking zaprinast-driven arrestin recruitment, primary screen, imaging, U2OS, beta-arrestin-GFP, zaprinast agonist (AID 2058) | 290,000 tested, 0.052% active | one-dose inhibition, % at 10 µM; IC50 in µM for titrated hits | U2OS GPR35 beta-arrestin-GFP translocation imaging, zaprinast antagonism; higher % means a stronger effect;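 active = inhibition of at least 50% with at least 30 cells and total cytoplasm GFP at most 10,000,000; inconclusive = under 30 cells or total GFP of 10,000,000 plus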
WT yeast gro inh – growth inhibition of WT strain, primary screen, mitochondrial fusion inhibitor project, WT and mutant strains, chemical genetic; mitochondrial fusion phenotypic screen; inhibition, % at 10 µM; 190,000 tested, 2.1% active; AID 1362, 2008; in the data active = inhibition above about 58%; tested in S. cerevisiae
NTR1 agonist – agonists of NTR1, primary screen, imaging, U2OS cells, beta-arrestin-GFP, high content (AID 493036); Neurotensin receptor type 1 (Homo sapiens), P30989; NTR1-U2OS beta-arrestin-GFP spot imaging, agonist mode; 330,000 tested, 0.17% active; activation, % at 20 µM;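 active = activation at or above 40% of the spot to cytoplasm intensity ratio, with at least 20 cells analyzed; inconclusive = wells under 20 cells, flagged as cytotoxic or low count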;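 also: 0% = DMSO without peptide and 100% = 100 nM NTR1 peptide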
Target sequence (P30989 whole entry, looked up): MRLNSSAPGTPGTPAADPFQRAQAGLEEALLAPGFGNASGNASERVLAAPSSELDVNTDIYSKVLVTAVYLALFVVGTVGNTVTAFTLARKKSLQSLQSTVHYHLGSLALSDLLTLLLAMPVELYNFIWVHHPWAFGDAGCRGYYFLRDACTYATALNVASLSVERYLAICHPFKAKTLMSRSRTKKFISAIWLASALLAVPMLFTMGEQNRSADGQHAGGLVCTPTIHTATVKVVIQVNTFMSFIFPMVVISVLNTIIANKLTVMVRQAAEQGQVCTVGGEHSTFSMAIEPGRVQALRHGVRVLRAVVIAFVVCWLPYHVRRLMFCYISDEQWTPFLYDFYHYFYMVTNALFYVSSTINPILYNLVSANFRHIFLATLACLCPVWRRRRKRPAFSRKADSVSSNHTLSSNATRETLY
RSV CPE inhibition – RSV antiviral activity via CPE protection, HEp-2 cells, primary 10 µM value included (AID 2391); 310,000 tested, 0.13% active; HEp-2 cells, RSV-induced CPE inhibition; higher % means a stronger effect; one-dose CPE inhibition, % at 10 µM; IC50 in µM for titrated hits; in the data active = a potency from the dose series; inconclusive = CPE inhibition mostly from about 23% at the one dose, without a potency; inactive = the rest, 99 in 100 with CPE inhibition below about 21%; also: strong numbers were not always called active
WT yeast gro inh mutant strain – recorded beside WT yeast gro inh, whose call it bears; inhibition, %; mitochondrial fusion phenotypic screen, mutant strain inhibition
Autophagy mod cell loss 18 h – further read-out of Autophagy mod, marked with its call; toxicity, %; measured here: cell loss, nuclei count;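 cell loss after 18 h compound exposure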
NTR1 agonist cell count 20 µM – further read-out of NTR1 agonist, marked with its call; cell count; measured here: cell count, cytotoxicity flag
Dengue-2 NS5 capping pilot replicate – further read-out of Dengue-2 NS5 capping, marked with its call; inhibition, %; measured here: pilot screen replicate inhibition
Active calls of the source: *; [ ] = another dose, or the depositor's remark.

O=C(CN1CCN(S(=O)(=O)N2CCCCCC2)CC1)Nc1ccc(Br)cc1 was read as Dengue-2 NS5 capping 0.7%, K1F lysis inhibition -0.2%[50 µM], AID2073 10.3%, LYP inhibition -8.0%, GPR35 arrestin U2OS -2.2%, NTR1 agonist 0.3, RSV CPE inhibition 21.8% and NTR1 agonist cell count 20 µM 56.
Screening CCOC(=O)c1c(C)[n+](-c2ccc(C)cc2)c(CC)c2cc(OC)c(OC)cc12 returned Dengue-2 NS5 capping 1.3%, K1F lysis inhibition 0.0%, AID2073 18.3%, LYP inhibition -7.4%, GPR35 arrestin U2OS 18.0%, NTR1 agonist 1.9, RSV CPE inhibition -0.5% and NTR1 agonist cell count 20 µM 65.
`CN(C)/C=C(/C(=O)c1ccc(Cl)cc1Cl)S(=O)(=O)c1ccc(Cl)cc1` gave Dengue-2 NS5 capping 0.0%, K1F lysis inhibition -0.1%, AID2073 3.2%, LYP inhibition 8.7%, Autophagy mod inactive, GPR35 arrestin U2OS 2.1%, WT yeast gro inh -3.4, NTR1 agonist -2.2, RSV CPE inhibition -3.1%, WT yeast gro inh mutant strain 15.1, Autophagy mod cell loss 18 h 31.8 and NTR1 agonist cell count 20 µM 85.
Screening O=C(CN1CCOc2ccccc21)NCc1cccs1 returned Dengue-2 NS5 capping -1.6%, K1F lysis inhibition 3.0%, AID2073 10.3%, LYP inhibition 0.2%, Autophagy mod inactive, GPR35 arrestin U2OS 5.9%, WT yeast gro inh -25.6, NTR1 agonist -0.4, RSV CPE inhibition -0.7%, WT yeast gro inh mutant strain 8.8, Autophagy mod cell loss 18 h 12.9 and NTR1 agonist cell count 20 µM 43.
`O=[N+]([O-])c1cccc(/C=N/NS(=O)(=O)c2ccccc2)c1` gave Dengue-2 NS5 capping -9.0%, K1F lysis inhibition 1.0%, AID2073 inconclusive, LYP inhibition 0.1%, Autophagy mod inactive, GPR35 arrestin U2OS 1.2%, WT yeast gro inh 4.1, NTR1 agonist -2.1, RSV CPE inhibition -0.7%, WT yeast gro inh mutant strain 4.4, Autophagy mod cell loss 18 h -2.1 and NTR1 agonist cell count 20 µM 89.
For CCCN(CCC)CCSc1nc(O)c(C(C)C)c(=O)[nH]1 the results were Dengue-2 NS5 capping -4.8%, K1F lysis inhibition 0.7%, AID2073 12.2%, LYP inhibition 5.6%, Autophagy mod inactive, GPR35 arrestin U2OS 0.7%, WT yeast gro inh 1.7, NTR1 agonist 0.4, RSV CPE inhibition 0.1%, WT yeast gro inh mutant strain -0.5, Autophagy mod cell loss 18 h 3.1, NTR1 agonist cell count 20 µM 70 and Dengue-2 NS5 capping pilot replicate -4.4.
Cc1ccc(NC(=O)c2ccc(NS(=O)(=O)/C=C/c3ccccc3)cc2)nc1 was read as Dengue-2 NS5 capping 0.0%, K1F lysis inhibition -0.8%[50 µM], AID2073 12.2%, LYP inhibition -5.1%, GPR35 arrestin U2OS -2.6%, NTR1 agonist -0.3, RSV CPE inhibition 21.8% and NTR1 agonist cell count 20 µM 64.
`Cc1ccccc1CNC(=O)Nc1ccc(Cl)cc1` gave Dengue-2 NS5 capping -13.5%, K1F lysis inhibition 0.1%, AID2073 -5.6%, LYP inhibition -6.2%, GPR35 arrestin U2OS -2.0%, NTR1 agonist -0.1, RSV CPE inhibition 0.4% and NTR1 agonist cell count 20 µM 60.
`CS(=O)(=O)Nc1cccc(C2=NN(S(C)(=O)=O)C(c3ccccc3)C2)c1` (centres undefined) gave Dengue-2 NS5 capping -11.8%, K1F lysis inhibition 0.3%, AID2073 10.7%, LYP inhibition -8.4%, Autophagy mod inactive, GPR35 arrestin U2OS -1.5%, WT yeast gro inh -3.1, NTR1 agonist -0.9, RSV CPE inhibition -0.3%, WT yeast gro inh mutant strain 0.5, Autophagy mod cell loss 18 h -34.0 and NTR1 agonist cell count 20 µM 71.
For CC(C)(C)n1nc2c(c1NC(=O)Cc1ccc(F)cc1)CSC2 the results were Dengue-2 NS5 capping -4.2%, K1F lysis inhibition -0.6%, AID2073 28.3%, LYP inhibition -4.5%, Autophagy mod inactive, GPR35 arrestin U2OS 0.7%, WT yeast gro inh -7.0, NTR1 agonist 5.6, RSV CPE inhibition -0.4%, WT yeast gro inh mutant strain 1.5, Autophagy mod cell loss 18 h 5.6 and NTR1 agonist cell count 20 µM 70.
Screening Cc1cc2cc(CN(Cc3ccco3)C(=S)NCC3CCCO3)c(=O)[nH]c2cc1C (centres undefined) returned Dengue-2 NS5 capping -3.2%, K1F lysis inhibition 0.0%, AID2073 1.8%, LYP inhibition -2.2%, Autophagy mod inactive, GPR35 arrestin U2OS -7.8%, WT yeast gro inh -4.8, NTR1 agonist 4.0, RSV CPE inhibition 3.0%, WT yeast gro inh mutant strain -8.1, Autophagy mod cell loss 18 h -5.7 and NTR1 agonist cell count 20 µM 70.
Screening O=c1cc(O)c2sc(Nc3cccc(C(F)(F)F)c3)nc2[nH]1 returned Dengue-2 NS5 capping 16.7%, K1F lysis inhibition -0.3%, AID2073 66.6%*, LYP inhibition -7.6%, Autophagy mod inactive, GPR35 arrestin U2OS -5.2%, WT yeast gro inh -2.2, NTR1 agonist -0.2, RSV CPE inhibition 0.7%, WT yeast gro inh mutant strain -8.6, Autophagy mod cell loss 18 h -0.8 and NTR1 agonist cell count 20 µM 39.
For Cc1cc(C)c(S(=O)(=O)NCC(CCC(=O)O)C(F)(F)F)c(C)c1 (centres undefined) the results were Dengue-2 NS5 capping 0.7%, K1F lysis inhibition 0.4%, AID2073 10.9%, LYP inhibition 3.2%, Autophagy mod inactive, GPR35 arrestin U2OS -5.8%, WT yeast gro inh -6.5, NTR1 agonist 1.5, RSV CPE inhibition 6.1%, WT yeast gro inh mutant strain -0.4, Autophagy mod cell loss 18 h 17.4 and NTR1 agonist cell count 20 µM 44.
Screening COc1ccccc1CNC(=O)CC(NS(=O)(=O)c1ccc(C)cc1)c1ccco1 (centres undefined) returned Dengue-2 NS5 capping -4.1%, K1F lysis inhibition -0.3%, AID2073 -2.9%, LYP inhibition 2.5%, Autophagy mod inactive, GPR35 arrestin U2OS 9.2%, WT yeast gro inh 15.3, NTR1 agonist -0.9, RSV CPE inhibition 0.2%, WT yeast gro inh mutant strain 8.7, Autophagy mod cell loss 18 h -4.3 and NTR1 agonist cell count 20 µM 52.
Cc1nnc(-c2cccc(C(F)(F)F)c2)nc1N1CCOCC1 was read as Dengue-2 NS5 capping -12.2%, K1F lysis inhibition -0.4%, AID2073 1.1%, LYP inhibition -4.6%, Autophagy mod inactive, GPR35 arrestin U2OS 0.9%, WT yeast gro inh 3.9, NTR1 agonist 0.9, RSV CPE inhibition 2.8%, WT yeast gro inh mutant strain 17.6, Autophagy mod cell loss 18 h 16.5 and NTR1 agonist cell count 20 µM 43.
For CCCNC(=O)c1ccc2c(c1)CCN2S(C)(=O)=O the results were Dengue-2 NS5 capping 3.0%, K1F lysis inhibition 0.0%, AID2073 -5.8%, LYP inhibition 5.5%, Autophagy mod inactive, GPR35 arrestin U2OS -2.0%, WT yeast gro inh -2.2, NTR1 agonist 0.2, RSV CPE inhibition 0.2%, WT yeast gro inh mutant strain -5.0, Autophagy mod cell loss 18 h 9.0 and NTR1 agonist cell count 20 µM 93.
Screening CC(=O)N(C)c1nnc(-c2cnccn2)s1 returned Dengue-2 NS5 capping -7.5%, K1F lysis inhibition 0.3%, AID2073 -5.4%, LYP inhibition -4.6%, Autophagy mod inactive, GPR35 arrestin U2OS 4.6%, WT yeast gro inh 73.7*, NTR1 agonist -0.9, RSV CPE inhibition 3.0%, WT yeast gro inh mutant strain -23.6*, Autophagy mod cell loss 18 h -3.9 and NTR1 agonist cell count 20 µM 48.
Screening COc1ccc(C2/C=C\CN(C(=O)OCc3ccccc3)CC(=O)N2Cc2ccc(F)cc2)cc1 (centres undefined) returned Dengue-2 NS5 capping -1.4%, K1F lysis inhibition -0.6%, AID2073 11.8%, LYP inhibition 0.6%, GPR35 arrestin U2OS -3.9%, NTR1 agonist 3.7, RSV CPE inhibition 0.3% and NTR1 agonist cell count 20 µM 93.
Cc1cc(S(=O)(=O)Nc2ccc(C(=O)NCc3cccnc3)cc2)ccc1F was read as Dengue-2 NS5 capping -8.0%, K1F lysis inhibition 4.4%[50 µM], NTR1 agonist 1.4, RSV CPE inhibition -1.9% and NTR1 agonist cell count 20 µM 68.
CCN(Cc1cc2ccccc2[nH]c1=O)C(=O)c1cccc([N+](=O)[O-])c1 was read as AID2073 1.3%, LYP inhibition -8.7%, GPR35 arrestin U2OS 2.4%, NTR1 agonist -1.3, RSV CPE inhibition 1.7% and NTR1 agonist cell count 20 µM 47.
Cc1ccc(CC(=O)Nc2ccc(S(=O)(=O)N3CCOCC3)cc2)cc1C was read as Dengue-2 NS5 capping -0.8%, K1F lysis inhibition -0.1%[50 µM], NTR1 agonist 1.3, RSV CPE inhibition 1.3% and NTR1 agonist cell count 20 µM 50.
CCOC(=O)Cn1c(CCC(=O)O)ccc1-c1ccc(F)cc1 was read as Dengue-2 NS5 capping -3.1%, K1F lysis inhibition -0.4%, AID2073 13.0%, LYP inhibition -2.6%, GPR35 arrestin U2OS 0.0%, WT yeast gro inh 4.9, NTR1 agonist -0.7, RSV CPE inhibition 2.3%, WT yeast gro inh mutant strain -1.3 and NTR1 agonist cell count 20 µM 67.
For COc1cccc2cc(C(=O)N3CCc4ccccc43)c(=O)oc12 the results were Dengue-2 NS5 capping 0.0%, K1F lysis inhibition 0.9%, AID2073 1.0%, LYP inhibition -1.8%, Autophagy mod inactive, GPR35 arrestin U2OS 3.0%, WT yeast gro inh 83.2*, NTR1 agonist 0.6, RSV CPE inhibition 1.2%, WT yeast gro inh mutant strain 1.4*, Autophagy mod cell loss 18 h 1.4 and NTR1 agonist cell count 20 µM 49.
